G6PDH counter = inhibits Leuconostoc G6PDH, flagging false hits in G6PDH-based assays | Purified L. mesenteroides G6PDH, diaphorase/resazurin coupled fluorescence, 45 min | inhibition, % at 5 µM | hit rate 0.12% among 200,000 | AID 1020
Diaph inh CS = counter-screen for diaphorase-based assays: diaphorase inhibitors and chemical oxidizers. hit rate 0.69% among 190,000. inhibition, % at 20 µM. AID 1217. diaphorase resazurin-to-resorufin fluorescence, NADH, 16 min; bacterial (C. kluyveri) enzyme, not human;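 active = primary screen inhibition at 20 µM above a set limit, cut at about 50% in these data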;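 also: plate controls were DMSO with full reaction for no effect and wells lacking NADH for full effect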
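System: Diaphorase enzyme from Clostridium kluyveri | Amount: Enzyme working solution with 0.14 U/mL diaphorase | Benchmarks: No-NADH positive control and DMSO neutral control | Signal: Fluorescence of resorufin formed from resazurin, Ex 544/Em 590 nm | Schedule: 16-min room-temperature incubation before reading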
PMI act = increases human mannose-6-phosphate isomerase activity | hit rate 0.005% among 190,000 | activation factor at 20 µM | P34949 | purified human PMI, coupled resazurin fluorescence, 20 min; active compounds read high; 1 = vehicle control, 0 substrate-free wells | AID 1214;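 active = activation factor of 2 or more at 20 µM, relative to plate controls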
TLR4 MyD88 comp = blocks binding of human TLR4 to MyD88. O00206+Q99836. HeLa CL3-4 TLR4/MyD88 BLA complementation, FRET ratio. inhibition, % at 8.4 µM. hit rate 0.18% among 200,000; in the data active = inhibition above about 25%;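 also: 0% = vehicle and 100% = reference inhibitor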
Target sequence (O00206 whole entry, looked up): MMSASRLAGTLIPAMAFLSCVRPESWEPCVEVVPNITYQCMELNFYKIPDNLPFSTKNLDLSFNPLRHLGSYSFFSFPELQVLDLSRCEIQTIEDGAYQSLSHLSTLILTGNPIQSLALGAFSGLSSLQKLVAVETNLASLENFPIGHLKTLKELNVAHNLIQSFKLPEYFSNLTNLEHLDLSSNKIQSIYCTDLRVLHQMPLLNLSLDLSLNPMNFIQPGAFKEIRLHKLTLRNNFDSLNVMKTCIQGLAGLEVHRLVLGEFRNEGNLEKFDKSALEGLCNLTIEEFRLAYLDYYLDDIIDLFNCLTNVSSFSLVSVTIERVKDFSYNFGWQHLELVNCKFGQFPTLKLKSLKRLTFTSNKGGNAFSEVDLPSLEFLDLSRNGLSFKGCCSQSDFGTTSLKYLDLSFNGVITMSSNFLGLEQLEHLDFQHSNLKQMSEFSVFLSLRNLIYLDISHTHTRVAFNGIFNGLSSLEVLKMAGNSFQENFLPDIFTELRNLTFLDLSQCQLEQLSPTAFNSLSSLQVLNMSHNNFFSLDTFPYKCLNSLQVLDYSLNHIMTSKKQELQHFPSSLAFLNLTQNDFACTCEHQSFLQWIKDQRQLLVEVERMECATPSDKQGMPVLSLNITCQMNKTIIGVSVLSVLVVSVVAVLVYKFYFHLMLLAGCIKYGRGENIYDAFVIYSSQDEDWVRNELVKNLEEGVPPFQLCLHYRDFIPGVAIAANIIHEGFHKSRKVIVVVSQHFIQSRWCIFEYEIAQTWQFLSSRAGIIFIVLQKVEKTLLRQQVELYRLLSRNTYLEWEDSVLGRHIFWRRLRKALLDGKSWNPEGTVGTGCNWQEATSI
Target sequence (Q99836 whole entry, looked up): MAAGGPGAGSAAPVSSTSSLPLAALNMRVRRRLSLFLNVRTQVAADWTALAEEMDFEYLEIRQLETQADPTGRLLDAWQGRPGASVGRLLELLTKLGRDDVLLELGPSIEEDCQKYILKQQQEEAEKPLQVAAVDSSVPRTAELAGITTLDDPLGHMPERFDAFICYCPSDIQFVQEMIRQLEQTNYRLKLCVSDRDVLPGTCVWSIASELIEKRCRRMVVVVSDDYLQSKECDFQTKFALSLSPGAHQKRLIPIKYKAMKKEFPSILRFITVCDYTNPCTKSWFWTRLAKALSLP
RAM network inh = blocks the yeast RAM network | S. cerevisiae dse1pr::URA3 reporter, 5-FOA growth OD615, 2 d; analog-sensitive cbk1-as2 kinase mutant strain | inhibition, % at 50 µM | hit rate 1.8% among 190,000 | AID 868;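 active = inhibition above a set limit, 3 SD over mean compound inhibition, cut at about 8.4% in these data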;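 also: 0% = DMSO-only wells with no growth and 100% = 10 µM 1-NA-PP1 full growth; inhibition rescues growth on 5-FOA so higher OD means more RAM inhibition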
Hsp70 activator = transcriptional activators of Hsp70. HeLa Hsp70 promoter luciferase reporter, luminescence; scaled: vehicle 0, proteasome-inhibitor control 100%. hit rate 0.04% among 200,000. activation, % at 10 µM;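 active = activation above the mean across all tested compounds plus 3 SD, cutoff set per campaign, cut at about 5.5% in these data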;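 also: 100% = MG132 at 30 µM as the positive control and 0% = DMSO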
Diaphorase act = diaphorase activation or chemical reduction counter-screen | activation factor at 20 µM | hit rate 0.005% among 190,000 | Diaphorase/resazurin coupled assay, resorufin fluorescence, 16 min; active compounds read high; 1 = vehicle wells, 0 = NADH-free wells;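 active = diaphorase activity raised at least twofold by the compound at 20 µM; inactive = activation factor below 2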
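Test system: Clostridium kluyveri diaphorase, purified enzyme. Buffer or medium: 50 mM HEPES pH 7.4 buffer plus MgCl2 and Tween 20. Also added: 0.114 mM NADH and 0.1 mM resazurin, final amounts. Dosing: compound 20 µM once, DMSO 1%. Schedule: 16 min enzyme reaction, ambient temperature. Detection: fluorescence of resorufin, 544 nm excitation, 590 nm emission.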
S1P3 antag = blocks the human S1P3 receptor; CHO S1P3 NFAT-BLA reporter, FRET fluorescence, antagonist mode; inhibition, % at 4.98 µM; hit rate 0.27% among 170,000;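 active = inhibition above the plate cutoff, the mean inhibition of test wells on that plate plus 3 SD, cut at about 28% in these data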;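 also: cells challenged with S1P at its EC80 of 0.8 µM; blue over green emission ratio from cleaved BLA substrate after 4 h stimulation; 0% = S1P-stimulated wells and 100% = unstimulated DMSO-only wells; some compounds past the cut are filed as inactive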
PMI act satM6P = increases human PMI activity with near-saturating mannose 6-phosphate. P34949. coupled PMI enzyme assay, resazurin fluorescence, 20 min; active compounds read high; 1 = untreated enzyme, 0 = substrate-free blank. activation factor at 20 µM. hit rate 0.34% among 190,000;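 active = activation factor of 2 or more at 20 µM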
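Material: human phosphomannose isomerase with PGI, G6PDH, diaphorase coupling enzymes / Reagent: Man-6-P substrate 1.0 mM / Dosing: single compound dose of 20 µM, 1% DMSO final / Incubation: enzyme reaction with compound 20 min at room temperature / Signal: resorufin fluorescence (Ex 544/Em 590 nm) from resazurin via diaphorase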
Lmaj promast = Leishmania major promastigote growth inhibition. inhibition, % at 10 µM. Leishmania major promastigotes, resazurin fluorescence viability. hit rate 9% among 200,000;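 also: promastigotes grown with compound for 44 hours at 28 °C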
DTT redox prof = compounds producing H2O2 with reducing agent – biochemical, NIH compound library profiling, artefact control for MLSCN library redox annotation, primary screen. AID 878. DTT-dependent redox cycling H2O2, phenol red/HRP absorbance; 100% = 100 µM peroxide control, 0% = buffer. activation, % at 10 µM. hit rate 0.03% among 200,000;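 active = activation of at least 50% relative to the plate's high and low controls in the primary single-dose screen; inactive = activation below 50%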;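 also: compound incubated with DTT at 0.8 mM final as the reducing agent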
The depositor's hits bear a star; . = not tested or not shown. Rule as the data show it, unless noted: active = inhibition above about 50%; inactive = the rest.

SMILES	G6PDH counter	Diaph inh CS	PMI act	TLR4 MyD88 comp	RAM network inh	Hsp70 activator	Diaphorase act	S1P3 antag	PMI act satM6P	Lmaj promast	DTT redox prof
CN(C)c1ccc(NC(=O)Nc2cccc3ccccc23)cc1	3	13	0.9	-3	1.2	-0.1	0.9	25	0.7	-6	-0.1
Cc1nc2nc(COc3ccccc3)nn2c(C)c1Cl	-13	9	1	-1	0.1	0.1	0.9	14	1	1	0.7
Cc1ccc(-c2nn3c(C)nnc3s2)cc1NC(=O)c1ccc(Br)o1	5	16	1	13	4.3	-0.3	0.8	-4	1	0	-3.5
COC(=O)c1nc2n(n1)C(c1ccc([N+](=O)[O-])cc1)C(C(=O)Nc1ccc(Cl)cc1)=C(C)N2 (stereo not drawn)	-9	0	1.1	5	7.4	0.1	1	-16	1.2	0	0.1
COC(=O)c1cc2oc(C)cc2n1CC(=O)N1CCCc2ccccc21	2	22	0.9	-8	-0.1	-0.3	0.8	6	0.8	7	-0.6
COc1cc(C)ccc1OCCCON1C(=O)CCC1=O	10	6	0.9	-2	2.2	0.1	0.9	.	1	-6	2.1
Cn1cnc([N+](=O)[O-])c1Nc1cccc(O)c1	8	1	1	7	0.0	-0.1	1	.	1	-4	-8.1
Cc1cccc(C)c1OCc1n[nH]c(=S)n1-c1ccccc1	2	20	0.9	-10	0.1	-0.2	0.8	-19	0.9	0	-0.9
Cc1cc(N2CC(C)OC(C)C2)nc2ccccc12 (stereo not drawn)	6	-20	1.2	0	2.9	-0.4	1.2	5	1.1	9	-2.5
Cn1c(CNC(=O)c2ccco2)nnc1SCC(=O)Nc1c(F)cc(F)cc1Br	5	14	1	-10	0.6	-0.3	0.9	-14	1	-1	-0.5
O=C(NN1C(=O)/C(=C/c2ccc(O)c([N+](=O)[O-])c2)SC1=S)c1ccccc1Cl	1	28	1.2	-2	3.2	0.5	0.7	-13	1.2	3	0.1
N/C(=N\OC(=O)CC1CCCCC1)c1ccccn1	5	8	1	13	0.7	0.6	0.9	.	1	-2	-4.8
CCOc1ccc(-n2c(SCc3cc(=O)oc4cc(C)ccc34)nnc2-c2cccnc2)cc1	-23	16	0.9	0	2.9	-0.4	0.8	1	1	19	0.2
CCOC(=O)c1ccc(NC(=S)Nc2ccccc2)cc1	6	11	0.9	-1	1.3	0.2	0.9	6	0.9	3	-0.4
Cc1nc(Nc2ccc(S(=O)(=O)N3CCCCC3C)cc2)c2nnn(Cc3ccccc3)c2n1 (stereo not drawn)	-14	23	0.8	-6	4.6	0.0	0.8	5	0.8	90*	0.3
COCCn1c(-c2ccc(OC)cc2)cnc1SCC(=O)Nc1cc(C)on1	3	5	1	3	0.9	-0.3	1	-13	1	2	1.9
COc1ccc(-c2noc(COc3ccccc3OC)n2)cc1OC	-29	12	0.9	4	1.8	-0.4	0.9	7	0.9	-5	-0.3
CCN1CCN(CCNC(=O)c2ccc(CS(=O)(=O)c3c(Cl)cccc3Cl)o2)CC1	2	5	1	-10	1.2	0.0	0.9	-28	1.1	3	-1.2
O=C(O)c1ccc(C[n+]2c(-c3ccccc3)csc2Nc2ccccc2)cc1	0	8	1.1	-2	7.4	-0.2	0.9	-9	1.1	-6	0.0
COC(=O)C1C(c2ccccc2)C(C(=O)N2CCN(C)CC2)C1c1ccccc1 (stereo not drawn)	4	8	0.9	-1	1.3	0.2	0.9	8	0.9	1	1.5
O=C(OCc1ccc(COC(=O)c2ccccn2)cc1)c1ccccn1	14	-2	1	3	3.1	0.0	1	.	1.1	5	0.2
CCCCn1c(O)c(N=Nc2ccccn2)c2ccccc21	1	23	0.8	4	-0.8	0.0	0.8	1	0.9	66*	0.0
C=CCN1C(=O)C2C(C(=O)NC)C3(C)C=CC2(O3)C1C(=O)NCc1ccc(OC)cc1 (stereo not drawn)	-2	12	0.9	-7	1.1	0.0	0.9	.	0.9	-1	-1.8
OCc1nc2ccccc2n1CCCOc1ccccc1	-8	11	1	4	-1.1	0.1	0.9	-3	1.1	2	-0.7
O=C(c1ccc(CN2CCc3ccccc3C2)cc1)N1CCN(c2ccccc2)CC1	14	9	0.8	-7	-0.5	-0.2	0.9	1	0.8	7	0.0

Entries shown so far that have a Cl atom:
SMILES	G6PDH counter	Diaph inh CS	PMI act	TLR4 MyD88 comp	RAM network inh	Hsp70 activator	Diaphorase act	S1P3 antag	PMI act satM6P	Lmaj promast	DTT redox prof
Cc1nc2nc(COc3ccccc3)nn2c(C)c1Cl	-13	9	1	-1	0.1	0.1	0.9	14	1	1	0.7
COC(=O)c1nc2n(n1)C(c1ccc([N+](=O)[O-])cc1)C(C(=O)Nc1ccc(Cl)cc1)=C(C)N2 (stereo not drawn)	-9	0	1.1	5	7.4	0.1	1	-16	1.2	0	0.1
O=C(NN1C(=O)/C(=C/c2ccc(O)c([N+](=O)[O-])c2)SC1=S)c1ccccc1Cl	1	28	1.2	-2	3.2	0.5	0.7	-13	1.2	3	0.1
CCN1CCN(CCNC(=O)c2ccc(CS(=O)(=O)c3c(Cl)cccc3Cl)o2)CC1	2	5	1	-10	1.2	0.0	0.9	-28	1.1	3	-1.2

Other records follow:
SMILES	G6PDH counter	Diaph inh CS	PMI act	TLR4 MyD88 comp	RAM network inh	Hsp70 activator	Diaphorase act	S1P3 antag	PMI act satM6P	Lmaj promast	DTT redox prof
COc1cccc(NC(=O)CC2S/C(=N\S(=O)(=O)c3ccccc3)N(c3ccccc3)C2=O)c1 (stereo not drawn)	12	18	0.9	-14	4.6	-0.5	0.8	-14	0.9	61*	-0.4
COc1ccc(CNC(=O)C(c2ccco2)N(Cc2cccs2)C(=O)Cc2cccs2)cc1 (stereo not drawn)	4	24	0.8	-5	4.9	-0.3	0.8	27	0.8	-7	0.0
O=C(O)C1CCC(CN(Cc2cccc(Br)c2)C(=S)Nc2ccccc2F)CC1 (stereo not drawn)	7	6	1.1	-2	5.8	0.1	0.9	-9	1	-3	-1.6
O=C(/C=C/c1cccs1)c1cc(Br)ccc1OC(=O)N1CCOCC1	-5	13	1	2	1.6	-0.3	0.9	-6	1	72*	2.2
CCOC(=O)C1=C(Nc2ccccc2)CC(C)(O)C(C(=O)OCC)C1c1ccccc1 (stereo not drawn)	9	18	1	-5	0.8	-0.3	0.8	-14	1	-1	-0.1
O=c1c(N=Nc2ccc(O)cc2)c(-c2ccccc2)[nH]n1-c1ccc([N+](=O)[O-])cc1	-6	-6	1.1	1	3.3	-0.4	1.1	2	1.1	0	-0.8
CCOC(=O)c1ccc(NC(=S)N2CCN(c3ccc(N4CCOCC4)nn3)CC2)cc1	6	5	1.1	2	1.1	0.3	0.9	-30	1.1	-2	-1.1
COc1cc2c(cc1OC)/C(=C/c1ccc(Cl)cc1)C(=O)OC2	-2	27	1	-2	1.8	-0.3	0.7	8	1	30	-0.3
CC1Cc2ccccc2N1C(=S)NC(=O)c1cccc(Br)c1 (stereo not drawn)	5	14	0.8	-21	0.3	-0.4	0.9	8	1.1	-4	-0.3
COc1ccc(CNC(=O)CSc2nnc(-c3ccc(NC(C)=O)cc3)n2C)cc1	16	2	0.9	2	1.1	-0.3	1	15	1	-3	0.7
CC(=O)N1CCc2cc(S(=O)(=O)CCC(=O)N3CCN(C(=O)c4ccco4)CC3)ccc21	4	-5	1.1	-9	1.0	0.0	1.1	-30	1.1	0	1.9
COc1ccc(C2NC(Cc3ccccc3)(C(=O)O)C3C(=O)N(c4ccccc4OC)C(=O)C23)cc1 (stereo not drawn)	4	3	1	-6	1.2	0.0	1	-17	0.9	-5	-0.6
CN(C)S(=O)(=O)N(CC(=O)NCCSCc1ccc(Cl)cc1)c1ccccc1	-2	17	0.9	6	6.1	-0.1	0.8	-7	1	5	-1.4
CCC(CC)C(=O)Nc1ccc(Sc2ccc([N+](=O)[O-])cc2)cc1	16	6	0.9	3	3.4	-0.3	0.9	.	0.9	8	-0.7
CC1(C)Cc2c(sc(/N=C/N3CCCCC3)c2C#N)C(C)(C)N1	-3	14	1	10	0.5	-0.1	0.9	.	1	38	-0.1
COc1ccc(-c2csc(NC(=O)C3CCCO3)n2)cc1 (stereo not drawn)	6	26	0.8	6	0.3	0.3	0.7	17	0.8	-6	-9.9
COc1ccc2[nH]c(=O)c(CN(Cc3ccc(C)cc3)Cc3nnnn3CC3CCCO3)cc2c1 (stereo not drawn)	5	8	1	-4	0.3	-0.1	0.9	8	1.1	30	-1.5
CN1C(=S)SC(N2OC3C(=O)N(c4ccccc4)C(=O)C3C2c2ccc(Cl)cc2)C1(C)C (stereo not drawn)	-1	16	0.8	5	1.5	-0.2	0.8	-5	0.9	-2	0.1
c1coc(C2Nc3ccccc3C3OCCC23)c1 (stereo not drawn)	3	-4	1	9	1.3	-0.1	1	.	1.1	2	0.1
COc1ccc(/C=C/C(=O)OCc2csc(-c3ccccc3)n2)cc1OC	-21	24	0.9	8	16*	-0.1	0.8	-16	1	39	-0.5
Cc1ccc(CNC(=O)c2cccc(S(C)(=O)=O)c2)cc1	1	13	0.9	2	0.8	-0.2	0.9	.	1	-2	0.1
Cc1ccc(C(C)NC(=O)c2cc(C)oc2C)cc1 (stereo not drawn)	11	16	0.9	3	1.6	-0.1	0.8	4	0.9	-1	1.4
COc1ccc(NC2=NCCC(=O)N2Cc2cccs2)cc1	-3	9	1.1	0	1.5	-0.4	0.9	12	1.1	-7	3.5
CN(CC(O)COc1c(F)cc(Br)cc1F)C1CCCCC1 (stereo not drawn)	-2	12	1	-4	0.8	-0.4	0.9	-18	1	84*	-0.5
COc1ccccc1CNC(=O)COC(=O)c1ccc(NC(N)=O)cc1	5	10	1	6	3.0	-0.2	0.9	.	1	-5	-0.8
O=C(CCc1ccccc1)Nc1cc2c(cc1Cl)OCCO2	2	10	1	-3	0.7	0.2	0.9	-10	1	3	-0.1
COc1ccc(CNc2cc([N+](=O)[O-])ccc2OC)cc1	1	14	1	-3	2.2	-0.2	0.9	.	1	13	-0.2
O=C(OCC(=O)c1ccc(Cl)s1)c1ccc2ccccc2n1	-13	15	1	9	2.2	-0.4	0.8	6	1	-4	-0.3
O=C(CS(=O)(=O)c1c[nH]c2ccccc12)N1CCCCCC1	1	3	1.1	6	1.5	-0.3	1	-13	1	-8	-0.8

Source: PubChem
